Source: PubChem
Vif-APOBEC3F blk = Vif-A3F binding inhibition; HeLa A3F-eYFP + Vif (tagged APOBEC3F with the HIV-1 protein that degrades it), YFP fluorescence increase; Potency, µM (top dose mostly 46.1 µM), for inactives: top-dose activity, negative = active; 390,000 compounds, 0.2% hits; further: % of control where 0% means no effect; nearly all actives have a fitted effect of over 65% in size
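HeLa cells stably expressing A3F-eYFP plus Vif, plated and incubated overnight at 37 deg C, then exposed to compounds overnight at 37 deg C. Blocked degradation read as raised yellow fluorescence (Ex 488/Em 500-530).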
Vif-A3G inh = inhibitors of Vif-APOBEC3G interaction; Q9HC16; HeLa A3G-eYFP + Vif (tagged APOBEC3G with the HIV-1 protein that degrades it), YFP fluorescence, overnight; Potency, µM (highest dose often 46.1 µM), for inactives: at the highest dose activity, negative = active, actives largely listed as inhibitors; 410,000 compounds, 0.076% hits; AID 602310;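 further: on the % scale 0 is the no-effect control and ±100 the full control effect; nearly all actives have a fitted effect of over 60% in size; hits raise eYFP signal because A3G escapes Vif-driven loss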
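HeLa cells stably expressing Vif and C-terminally eYFP-tagged A3G, seeded overnight at 37 deg C, then exposed to compound by pintool overnight at 37 deg C. Rise in yellow fluorescence (Ex 488/Em 500-530, Acumen) marks blocked Vif-driven A3G degradation.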
TrxR1 inh = blocks rat thioredoxin reductase 1; O89049; recombinant rTrxR1, NADPH fluorescence consumption, selenite substrate; Potency, µM (highest dose often 114 µM), for inactives: at the highest dose activity change, negative = inhibition, actives largely listed as inhibitors; 390,000 compounds, 1% hits; AID 588453; further: on the % scale 0 is the no-effect control and ±100 the full control effect; nearly all actives have a fitted effect of over 65% in size
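Rat TrxR1 (90 nM in the dispensed reagent) was pre-reduced with 400 uM NADPH for 5 min at room temperature, then incubated with compound for 15 min. After 400 uM selenite was added, NADPH fluorescence (Ex 340/Em 450 nm) was followed for 8 min.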
ALOX12 inh = inhibitors of human 12S-lipoxygenase ALOX12; P18054; purified 12hLO, xylenol orange hydroperoxide absorbance; Potency, µM (top dose mostly 108 µM), without a hit: at the top dose activity change, negative = inhibition, usual class: inhibitors; 580,000 compounds, 1.1% hits; further: on the % scale 0 is the no-effect control and ±100 the full control effect
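Purified human 12hLO at 150 nM in 25 mM Hepes, 0.01% Triton X-100, pH 7.0, preincubated 15 min at room temperature with compound. Reaction started with 40 uM arachidonic acid, 30 min at room temperature. Hydroperoxide measured by Fe-xylenol orange, 573/405 nm absorbance ratio.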
USP1-UAF1 inh = blocks the human USP1/UAF1 deubiquitinase complex; O94782; recombinant USP1/UAF1, Ub-Rhodamine cleavage fluorescence; Potency, µM (highest dose often 57.1 µM), inactives show at the highest dose activity change, negative = inhibition, actives largely listed as inhibitors; 390,000 compounds, 0.23% hits; AID 743255; further: on the % scale 0 is the no-effect control and ±100 the full control effect; nearly all actives have a fitted effect of over 60% in size; inactives centre near -12
Target sequence (O94782 whole entry, looked up): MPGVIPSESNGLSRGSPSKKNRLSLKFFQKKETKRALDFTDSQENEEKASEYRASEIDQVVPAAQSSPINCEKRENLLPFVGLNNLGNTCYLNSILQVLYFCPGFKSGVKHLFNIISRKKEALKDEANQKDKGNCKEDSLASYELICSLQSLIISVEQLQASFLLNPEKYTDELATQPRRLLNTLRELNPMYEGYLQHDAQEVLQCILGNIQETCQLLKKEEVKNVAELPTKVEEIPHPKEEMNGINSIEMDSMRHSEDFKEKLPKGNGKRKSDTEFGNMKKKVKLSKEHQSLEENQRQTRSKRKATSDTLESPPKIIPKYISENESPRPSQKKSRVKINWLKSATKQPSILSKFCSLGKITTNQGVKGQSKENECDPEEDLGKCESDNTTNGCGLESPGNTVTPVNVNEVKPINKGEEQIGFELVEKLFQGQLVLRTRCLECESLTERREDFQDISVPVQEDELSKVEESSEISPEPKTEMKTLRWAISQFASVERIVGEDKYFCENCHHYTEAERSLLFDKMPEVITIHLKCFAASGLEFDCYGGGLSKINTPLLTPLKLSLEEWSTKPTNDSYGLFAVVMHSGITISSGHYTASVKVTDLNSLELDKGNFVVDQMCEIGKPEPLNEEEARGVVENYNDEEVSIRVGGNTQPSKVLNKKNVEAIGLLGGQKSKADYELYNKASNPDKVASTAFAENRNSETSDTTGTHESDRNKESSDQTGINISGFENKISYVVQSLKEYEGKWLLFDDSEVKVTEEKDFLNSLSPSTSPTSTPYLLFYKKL
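USP1/UAF1 complex at 1 nM was preincubated with compound for 15 min at room temperature, then Ub-Rho substrate (150nM final) was added. Fluorescence (480/540 nm) was read kinetically, 6 reads every 60 seconds.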
TrxR1 substrate = is turned over as a substrate by rat TrxR1 | O89049 | purified TrxR1 substrate turnover, NADPH consumption readout | Potency, µM (highest dose often 114 µM), without a hit: top-dose activity change, negative = substrate turnover | 390,000 compounds, 0.01% hits | AID 588456; further: on the % scale 0 is the no-effect control and ±100 the full control effect; nearly all actives have a fitted effect of over 50% in size
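Rat TrxR1, dispensed at 90 nM, was prereduced with 400 uM NADPH (final) for 5 min at ~22 deg C, then incubated with compound 15 min before 400 uM selenite. A first-read NADPH fluorescence drop versus no-compound background flagged substrates.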
RXFP1 agonist = activates the human relaxin receptor RXFP1 | HEK293T-RXFP1 cAMP TR-FRET, 30 min; response scale: percent of porcine relaxin response, buffer zero | AID 2676 | Potency, µM (top dose mostly 57.5 µM), inactives show at the highest dose activation, actives largely listed as activators | 370,000 compounds, 0.3% hits; further: on the % scale 0 is the no-effect control and ±100 the full control effect; nearly all actives have a fitted effect of over 60% in size; many of its hits are not listed in these tables
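HEK293 cells stably expressing RXFP1, treated 30 min at 37C with compounds plus PDE4 inhibitor Ro 20174; cAMP measured by HTRF TR-FRET. Normalized to buffer and 29 nM porcine relaxin; EC50 by Hill fit.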
RGS4 inhibitor = inhibitors of human regulator of G protein signaling 4 | AID 504845 | Potency, µM (series often up to 114 µM), without a hit: at the highest dose activity change, negative = inhibition, actives largely listed as inhibitors | 390,000 compounds, 0.039% hits | Transcreener GDP fluorescence polarization, RGS4-accelerated GTP hydrolysis; further: on the % scale 0 is the no-effect control and ±100 the full control effect; nearly all actives have a fitted effect of over 75% in size; some results filed as inactive show a strong effect at the top dose
Target sequence (P49798 whole entry, looked up): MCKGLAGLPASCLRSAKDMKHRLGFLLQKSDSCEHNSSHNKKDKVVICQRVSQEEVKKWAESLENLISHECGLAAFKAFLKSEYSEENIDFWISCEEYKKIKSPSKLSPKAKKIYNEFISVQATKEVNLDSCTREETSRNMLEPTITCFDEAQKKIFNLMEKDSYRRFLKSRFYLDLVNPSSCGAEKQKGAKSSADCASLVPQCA
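MLSMR compounds (23 nl, pin-transferred) preincubated 10 min at room temperature with a 500nM (2x) first reagent, then RGS4 at 900nM (2x) plus Transcreener GDP mix added; fluorescence polarization (620/688 nm) read before and after 90 min at 30 °C.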
IDH1 R132H inh = human IDH1 R132H inhibition. O75874. IDH1-R132H enzyme, NADPH consumption, diaphorase/resazurin fluorescence. Potency, µM (titrated, usually from 76.6 µM), for the others: at the highest dose activity change, negative = inhibition, usual class: inhibitors. 390,000 compounds, 0.093% hits; further: on the % scale 0 is the no-effect control and ±100 the full control effect; nearly all actives have a fitted effect of over 65% in size
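IDH1-R132H (0.5 ug/mL dispensed) in pH 7.5 Tris buffer was preincubated 30 min with compound, then given a substrate mix of 0.016 mM NADPH and 2 mM alpha-KG for 80 min at room temperature; remaining NADPH was read by diaphorase/resazurin fluorescence.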
* = called active by the depositor; ? = inconclusive; . = not tested or not shown; & = joins results of further samples; [ ] = remark or other dose. The call rests on the fitted dose curve; in most records, active means well fitted curve in the direction sought with a large enough effect; inconclusive means small, poorly fitted or top-dose-only effect, or another doubt; inactive means no such curve, though single readings can be large; an effect the other way counts as inactive or inconclusive. Potency means the concentration at half of the fitted maximal effect. Some of the compounds tested (hit frequency here may not be typical).

SMILES	Vif-APOBEC3F blk	Vif-A3G inh	TrxR1 inh	ALOX12 inh	USP1-UAF1 inh	TrxR1 substrate	RXFP1 agonist	RGS4 inhibitor	IDH1 R132H inh
Cc1ccc(NC(=O)C2CCC(C(C)(C)C)CC2)cc1S(=O)(=O)N1CCOCC1 (configuration not stated)	-4%	3%	19%	?	?	-1%	.	3%	-2%
CCOc1ccc(S(=O)(=O)NC(C)C)cc1C(N)=O	5%	-1%	21%[57.1 µM]	-8%	-14%	9%[57.1 µM]	0.9%	-12%	1%
CC(C)CN1CCC(=O)N([C@H](COc2ccccc2)Cc2ccccc2)CC1	1%	-5%&-5%	3%&1%	-4%	-2%	-3%&0%	-0.8%	13%	14%
Nc1c(Cl)cc(-c2csc(N3CCCC3c3nc4cc(Cl)c(N5CCCCC5)cc4n3CCCO)n2)cc1Cl (configuration not stated)	-7%	0%	-6%	?	-7%	-4%	.	-16%	-2%[38.3 µM]
COC(=O)CC(=O)CSc1nc2c(cc1C#N)CCCCC2	-7%	0%	-17%	-3%	-8%	43%[activator]	1.5%	-24%	-10%
Oc1c(Cl)cc(Cl)cc1C=Nc1ccc(N2CCOCC2)cc1	-4%	2%	2%[57.1 µM]	0%	-22%	9%[57.1 µM]	0.0%	-4%	7%
O=C(CCc1c[nH]c2ccccc12)N1CCN(c2ccc(O)cc2)CC1	-12%	0%	20%[57.1 µM]	?	-9%	-22%[57.1 µM]	1.0%	?	8%
Cc1cc(C)nc(N(C#N)CC(=O)Nc2ccccc2)n1	6%	-7%	37%[activator][57.1 µM]	-17%	-2%	19%[57.1 µM]	0.3%	-8%	1%
COc1ccc(Cl)cc1S(=O)(=O)N1CCCC(C(=O)NCc2ccccn2)C1 (configuration not stated)	4%	-1%	15%[57.1 µM]	5%	-20%	6%[57.1 µM]	-0.4%	-11%	-3%
CSc1ccc(Cl)c(C(=O)OCC(=O)N2CCNC2=O)c1	7%	3%	21%	?	?	1%	1.8%	-7%	-4%
COc1cc(-c2nc3ccccn3c2N)ccc1O	-3%	-3%	-10%	-7%	-5%	35%	7.1%	4%	4%
COc1ccc([C@H]2N[C@]3(CCCN(Cc4ccccc4)C3=O)[C@H]3C(=O)N(Cc4ccccc4)C(=O)[C@@H]23)cc1	-1%	-7%	.	?	-4%	.	.	.	8%
O=C(NCCC1=CCCCC1)c1ccc2c(=O)n3nc(Nc4ccccc4)sc3nc2c1	-3%	7%	28%[57.1 µM]	?	-23%	1%[57.1 µM]	10%	24%	12%
O=c1cc[nH]c2c1ccc1cccnc12	-6%	6%	5%[57.1 µM]	17%	-28%	-14%[57.1 µM]	0.2%	-13%	0%
N#CC1=C(N)Oc2n[nH]c(-c3ccccc3)c2C1c1cccc(OC(=O)N2CCOCC2)c1 (configuration not stated)	6%	-1%	-19%	-21%	-23%	-3%	0.1%	-35%	-13%
COc1ccc(C2CC2/C(=N/O)c2ccccc2)cc1 (configuration not stated)	-15%	3%	20%[57.1 µM]	-12%	-10%	-5%[57.1 µM]	0.9%	?	4%
CCN(C(=O)c1cc2c(=O)[nH]c3ccc(C)cc3c2s1)c1cccc(C)c1	-4%	-7%	-6%	-53%	-15%	11%	?	-10%	21µM*
CCCS(=O)(=O)N1CCC(C(=O)NCCc2ccc(C)cc2)CC1	0%	1%	1%	0%	-18%	-3%	-0.8%	18%	0%
S=c1[nH]nc(-c2ccccc2Cl)n1CC1CCCO1 (configuration not stated)	6%	4%	-24%[57.1 µM]	20%	-9%	10%[57.1 µM]	0.9%	-15%	-7%
CNc1ccccc1C(=O)OCC(=O)c1ccc(F)cc1	10%	-1%	10%[57.1 µM]	-7%	-9%	10%[57.1 µM]	2.6%	17%	7%
ON=C1c2ccccc2-c2ccccc21	9%	3%	6%	1%	-24%	-2%	2.6%	6%	7%
C#CCOCCOCCOCCNc1nc(N2CCN(C(=O)[C@H](Cc3ccc(O)cc3)n3cc([C@@H](N)C(C)CC)nn3)CC2)nc(N2CCN(C(=O)[C@H](CCCCN)n3cc([C@@H](N)CO)nn3)CC2)n1 (some centres not stated)	7%	-6%	7%[57.1 µM]	.	6%	-8%[57.1 µM]	-0.5%	-10%	6%
CCOc1ccccc1C1C2C(=O)N(c3ccccc3)C(=O)C2ON1c1ccccc1 (configuration not stated)	-1%	2%	?	0%	-21%	2%	0.5%	-21%	1%
O=C(CCN1C(=O)c2ccccc2C1=O)Nc1ccc(F)cc1F	0%	3%	16%	5%	-9%	3%	2.1%	-11%	-3%

Entries of single compounds, quoted from the list. Order of screens: Vif-APOBEC3F blk | Vif-A3G inh | TrxR1 inh | ALOX12 inh | USP1-UAF1 inh | TrxR1 substrate | RXFP1 agonist | RGS4 inhibitor | IDH1 R132H inh
O=C(CCN1C(=O)c2ccccc2C1=O)Nc1ccc(F)cc1F across the screens: 0% | 3% | 16% | 5% | -9% | 3% | 2.1% | -11% | -3%
CCN(C(=O)c1cc2c(=O)[nH]c3ccc(C)cc3c2s1)c1cccc(C)c1 across the screens: -4% | -7% | -6% | -53% | -15% | 11% | ? | -10% | 21µM*
S=c1[nH]nc(-c2ccccc2Cl)n1CC1CCCO1 (configuration not stated) across the screens: 6% | 4% | -24%[57.1 µM] | 20% | -9% | 10%[57.1 µM] | 0.9% | -15% | -7%
O=c1cc[nH]c2c1ccc1cccnc12 across the screens: -6% | 6% | 5%[57.1 µM] | 17% | -28% | -14%[57.1 µM] | 0.2% | -13% | 0%
CCOc1ccccc1C1C2C(=O)N(c3ccccc3)C(=O)C2ON1c1ccccc1 (configuration not stated) across the screens: -1% | 2% | ? | 0% | -21% | 2% | 0.5% | -21% | 1%

Additional compounds:
SMILES	Vif-APOBEC3F blk	Vif-A3G inh	TrxR1 inh	ALOX12 inh	USP1-UAF1 inh	TrxR1 substrate	RXFP1 agonist	RGS4 inhibitor	IDH1 R132H inh
CC(C)Oc1cccc(C(=O)Nc2ccc(NC(=O)c3ccco3)cc2)c1	5%	-6%	8%	0%	-9%	11%	0.7%	-2%	2%
Cc1ccc(-c2ccc(C)c(N)c2C)c(C)c1N	1%	-2%	29%	20%	-7%	6%	0.0%	19%	6%
CC(=O)c1ccc(NC2=C(N3CCOCC3)C(=O)c3ccccc3C2=O)cc1	-10%	?	-12%	-19%	?	-6%	-0.5%	11%	9%
CCC(C)NC(=O)C1CCN(S(=O)(=O)c2ccc(-n3cnnn3)cc2)CC1 (configuration not stated)	0%	0%	4%	9%	-24%	-1%	2.1%	14%	-2%
O=C(NCC(=O)N1CCOCC1)c1ccc(Cl)c(Cl)c1	-1%	-7%	3%[2.29 µM]	?	-4%	2%[57.1 µM]	.	-5%	3%
COc1ccc(N(CC(=O)NCCSC2CCCCC2)S(C)(=O)=O)c(OC)c1	3%	-6%	7%[11.4 µM]	-27%	-15%	9%[57.1 µM]	0.4%	15%	9%
CCCc1nc(C)cc(N2CCN(c3ccccc3)CC2)n1	4%	2%	20%	?	-21%	4%	3.6%	-25%	0%
COc1cccc(S(=O)(=O)N(C)C[C@@H]2OCc3cnnn3CCCC(=O)N([C@@H](C)CO)C[C@H]2C)c1	-12%	-3%	.	-2%	-20%	.	.	.	3%
C=CC1CN(CC(=O)OC)S(=O)(=O)c2ccccc21 (configuration not stated)	-1%	3%&-6%	-13%&-12%	-8%	?	-11%&-2%	-1.7%	31%&-15%	22%
O=C(/C=C/c1cccc(F)c1)N1CCN(c2ccccn2)CC1	-10%	-1%	6%	15%	-11%	9%	6.7%	-7%	13%
CCOc1cc(C2c3c(oc4ccccc4c3=O)C(=O)N2Cc2ccccc2Cl)ccc1O (configuration not stated)	-13%	4%	32%	-10%	2%	12%	-0.8%	5%	-4%
O=C(c1cccs1)N1CCN(C(=O)C(c2ccccc2)c2ccccc2)CC1	.	-1%	17%	4%	-27%	7%	-0.9%	-19%	8%
Cc1ccc(S(=O)(=O)N(Cc2ccc(F)cc2)Cc2ccco2)cc1	3%	1%	20%[57.1 µM]	-16%	-9%	4%[57.1 µM]	0.3%	3%	7%
CC(C)(C)NC(=O)COC(=O)C1c2ccccc2Oc2ccccc21	-16%	0%	7%	5%	-33%	-1%	-0.6%	-8%	-8%
CC(=O)c1cc(NC(=O)c2ccc(C)cc2)c(=O)oc1C	-25%	-5%	-16%	-12%	-6%	11%[11.4 µM]	4.0%	?	4%
c1csc(CNc2ncnc3ccc(-c4ccc5c(c4)OCCO5)cc23)c1	2%	-12%	17%[57.1 µM]	?	.	36%[57.1 µM]	1.3%	-21%	.
Cc1cccc(C)c1NC(=O)C(=O)NCCOc1ccc(Cl)cc1	5%	-9%	0%[57.1 µM]	30%[activator]	-6%	-9%[57.1 µM]	-0.1%	11%	-1%
Cc1ccc(CCNC(=O)c2cn(C)c3ccc(S(=O)(=O)N4CCCCC4)cc3c2=O)cc1	1%	0%	10%	-16%	6%	1%	7.6%	-3%	-3%
COc1ccc(CCNC(=O)CN2C(=O)NC(c3ccccc3)(c3ccccc3)C2=O)cc1	-3%	-1%	8%	-10%	-4%	-2%	.	-9%	6%
